Screening data (PubChem)
MgcRacGAP inhibition = MgcRacGAP GTPase-activating activity inhibitors, confirmation, biochemical, ADP Hunter fluorescence; actives 0.6% (n = 340,000); one-dose inhibition, % at 30 µM; IC50 in µM for titrated hits; AID 624330; MgcRacGAP-stimulated Rac1 GTP hydrolysis, ADP Hunter fluorescence; higher % means a stronger effect; GST-tagged Rac1 F28L mutant substrate;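 active = first-screen hits whose inhibition reached a set limit at any dose in the follow-up dose series; inconclusive = inhibition above the set first-screen limit but never retested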;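 also: fluorescence reports GDP produced by GAP-driven GTP hydrolysis; strong numbers were not always called active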
NTR1 agonist = agonists of NTR1, primary screen, imaging, U2OS cells, beta-arrestin-GFP, high content (AID 493036) | P30989 | NTR1-U2OS beta-arrestin-GFP spot imaging, agonist mode | activation, % at 20 µM | actives 0.17% (n = 330,000);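 active = activation at or above 40% of the spot to cytoplasm intensity ratio, with at least 20 cells analyzed; inconclusive = wells under 20 cells, flagged as cytotoxic or low count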;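 also: 0% = DMSO without peptide and 100% = 100 nM NTR1 peptide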
Target sequence (P30989 whole entry, looked up): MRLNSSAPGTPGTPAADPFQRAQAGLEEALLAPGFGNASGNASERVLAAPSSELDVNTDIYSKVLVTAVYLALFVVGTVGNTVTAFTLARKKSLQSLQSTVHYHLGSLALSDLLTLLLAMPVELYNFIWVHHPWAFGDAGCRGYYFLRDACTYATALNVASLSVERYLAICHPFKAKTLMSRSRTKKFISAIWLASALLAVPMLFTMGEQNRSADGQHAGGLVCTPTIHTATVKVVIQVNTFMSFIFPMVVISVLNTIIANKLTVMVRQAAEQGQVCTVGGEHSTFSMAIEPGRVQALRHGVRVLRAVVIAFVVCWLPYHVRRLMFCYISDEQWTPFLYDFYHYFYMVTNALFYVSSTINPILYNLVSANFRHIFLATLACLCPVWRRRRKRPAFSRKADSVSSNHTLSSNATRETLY
GPR55 beta-arrestin = selective activators of receptor GPR55 – imaging, U2OS cells, beta-arrestin-GFP redistribution, primary screen (AID 1961); actives 0.048% (n = 290,000); activation, % at 10 µM, or EC50 in µM where a hit was titrated; U2OS GPR55 beta-arrestin-GFP redistribution imaging; higher % means a stronger effect;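 active = activation above 40% with more than 50 cells counted in the well; inconclusive = wells holding fewer than 50 cells, flagged as toxic or sparse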;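 also: U2OS osteosarcoma cells stably expressing GPR55 and beta-arrestin-GFP; plate controls were DMSO negative control for no effect and LPI positive control for full effect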
GPR55 LPI antagonism = inhibition of LPI-stimulated GPR55 beta-arrestin translocation – imaging, U2OS, beta-arrestin-GFP, LPI agonist, primary screen (AID 2013); U2OS GPR55 beta-arrestin-GFP translocation imaging, LPI antagonism; higher % means a stronger effect; actives 0.13% (n = 290,000); one-dose inhibition, % at 10 µM; IC50 in µM for titrated hits;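 active = spots per cell inhibited over 60%, with over 100 cells counted and total cytoplasm intensity under 500,000; inconclusive = wells with under 100 cells, flagged as likely toxic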;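 also: U2OS cells stably carrying GPR55 and arrestin-GFP stimulated by 5 µM LPI near EC80; imaged beta-arrestin-GFP aggregate spots per cell after agonist stimulation; plate controls were LPI-stimulated DMSO wells for no effect and DMSO wells without LPI for full effect; some results filed as inactive read as strong as hits; confirmed hits need IC50 under 10 µM and bright autofluorescent wells are also inconclusive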
GPR35 arrestin U2OS = GPR35 antagonists blocking zaprinast-driven arrestin recruitment, primary screen, imaging, U2OS, beta-arrestin-GFP, zaprinast agonist (AID 2058) | U2OS GPR35 beta-arrestin-GFP translocation imaging, zaprinast antagonism; higher % means a stronger effect | inhibition, % at 10 µM, or IC50 in µM where a hit was titrated | actives 0.052% (n = 290,000);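 active = inhibition of at least 50% with at least 30 cells and total cytoplasm GFP at most 10,000,000; inconclusive = under 30 cells or total GFP of 10,000,000 plus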
KOR beta-arrestin-1 = kappa opioid receptor activators – cell-based, luminescence, uHTS, primary screen (AID 1777) | KOR beta-arrestin recruitment, luminescence; higher % means a stronger effect | activation, % at 10 µM, or EC50 in µM where a hit was titrated | actives 0.02% (n = 280,000); in the data active = activation above about 50%, passing the limit was not always enough; also: a part of the inactive calls stands beside numbers as strong as those of hits
K1F lysis inhibition = protection from phage-mediated lysis, alamar blue read-out – E. coli UTI89, K1F phage, bacterial capsule biogenesis inhibitors (AID 488966). actives 0.02% (n = 340,000). E. coli UTI89 K1F phage lysis, alamar blue, 2 h; higher % means a stronger effect. inhibition, % at 100 µM, or IC50 in µM where a hit was titrated;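 active = phage lysis inhibition, versus mean bacterial control, above a set limit; inconclusive = no clear call, values can overlap the other calls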;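 also: capsule biogenesis inhibitors block K1F phage lysis so surviving cells raise fluorescence; higher fluorescence means more inhibition of phage lysis; actives were called in the ten point dose series up to 300 µM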
NOD1 NF-kB reporter = inhibition of NOD1-driven NF-kB reporter – cell-based, luminescence, uHTS, primary screen (AID 1578); NOD1-driven NF-kB luciferase reporter cells, luminescence; higher % means a stronger effect; inhibition, % at 4 µM; hits with a dose series show EC50 in µM; actives 1% (n = 290,000); in the data active = inhibition mostly above about 36%, no sharp cut-off; inactive = mostly below about 34%;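 also: HEK-293T reporter cells stimulated with the NOD1 agonist gamma-tri-DAP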
KOR beta-arrestin-2 = KOR antagonists, beta-arrestin recruitment, cell-based, luminescence, uHTS (AID 1778). KOR beta-arrestin recruitment, luminescence, antagonist mode; higher % means a stronger effect. inhibition, % at 10 µM, or IC50 in µM where a hit was titrated. actives 0.091% (n = 290,000); in the data active = inhibition above about 50%; also: strong numbers were not always called active
NTR1 agonist cell count 20 µM = also measured in NTR1 agonist; calls as there; cell count; measured here: cell count, cytotoxicity flag
Active calls of the source: *; i = inactive; ? = inconclusive; nt = no result given; [ ] = another dose, or the depositor's remark. A portion of the library (hit frequency here may not be typical).

SMILES	MgcRacGAP inhibition	NTR1 agonist	NTR1 agonist cell count 20 µM	GPR55 beta-arrestin	GPR55 LPI antagonism	GPR35 arrestin U2OS	KOR beta-arrestin-1	K1F lysis inhibition	NOD1 NF-kB reporter	KOR beta-arrestin-2
Clc1cccc(CSc2nnc(-c3sccc3-n3cccc3)o2)c1	0.9%	6.8	58	-0.1%	40.3%	13.3%	0.8%	1.0%	16.0%	-13.7%
Cc1ccc(C(=O)Nc2cccnc2)cc1S(=O)(=O)N1CCOCC1	4.8%	-1.5	72	0.0%	4.7%	-10.0%	0.6%	0.2%	12.1%	-12.6%
COc1ccc(CNC(=O)CCCOc2cc(=O)n(C)c3ccccc23)cc1	6.1%	-0.1	68	0.1%	-1.4%	3.6%	6.7%	0.1%	-40.0%	3.5%
CCCCn1c(N)c(NCC)c(=O)[nH]c1=O	-0.6%	0.9	41	-0.3%	-20.5%	-2.6%	3.1%	0.1%	5.7%	-33.4%
Cn1nc(C(=O)NC2CCCN(Cc3ccccc3F)C2)c2ccccc2c1=O (stereo not given)	1.8%	0.2	74	-0.2%	-3.0%	1.3%	4.3%	-0.2%[50 µM]	-20.9%	-10.3%
COc1ccccc1C(=O)Nc1c(C)cc(Br)cc1C	-1.8%	-0.5	68	-0.1%	-8.4%	-5.3%	6.7%	1.2%	-22.5%	-19.2%
CCSC1=C(C#N)C(CC(C)C)C2=C(CCCC2=O)N1 (stereo not given)	nt	-0.2	53	-0.1%	-4.1%	-10.4%	5.2%	nt	-10.4%	-0.5%
CC(=O)OCC1OC(n2ccc(=O)[nH]c2=O)C(O)C1O (stereo not given)	3.7%	-1.0	80	0.2%	16.0%	-14.0%	-0.3%	0.3%	-15.3%	19.0%
Cc1ccc(Nc2nnc(SCC(=O)NCc3ccco3)s2)cc1	-5.0%	nt	nt	-0.3%	7.7%	2.0%	-0.5%	-0.4%	-9.3%	7.3%
COc1ccc2c(c1)c(CC(=O)OCC(=O)N(C)C)c(C)n2C(=O)c1ccc(Cl)cc1	4.1%	4.5	40	-0.1%	4.9%	0.2%	2.4%	-0.2%	-22.6%	-0.7%
CC1CCCC(C)N1Cc1cn2ccccc2n1 (stereo not given)	-1.1%	0.2	55	-1.0%	-7.2%	-3.5%	7.1%	0.2%	2.9%	-7.8%
CC(C)(C)n1ncc2c(=O)n(CC(=O)Nc3ccc(Cl)cc3)cnc21	11.6%	-1.0	29	-0.4%	8.0%	3.6%	1.1%	1.2%	-21.4%	7.7%
CCOC(=O)c1sc(NC(=O)CSc2n[nH]c(C)n2)nc1C	-0.7%	-0.5	102	0.0%	1.5%	-10.7%	-7.2%	0.1%	-1.6%	8.5%[20 µM]
C=C(C)c1cccc(C(C)(C)NC(=O)NCCCn2ccnc2)c1	8.1%	0.1	45	0.3%	5.4%	-3.9%	3.5%	7.0%	-14.1%	-0.9%
O=C(CN(Cc1ccc(F)cc1)C(=O)c1csnn1)NCc1ccc2c(c1)OCO2	1.7%	-1.5	38	-0.3%	-15.9%	-0.7%	-0.9%	0.1%	7.8%	6.5%
COc1ccc(C(=O)C2CC2c2ccc3c(c2)OCO3)cc1 (stereo not given)	4.8%	0.5	44	1.0%	-8.7%	-4.8%	-4.2%	-0.7%	13.8%	-8.2%
Cc1ccc(SCc2nnc(N)s2)cc1	15.7%	2.4	46	-0.3%	4.2%	9.2%	0.9%	1.0%	-32.6%	-22.6%
O=C(Nc1ccncc1)C1COc2ccccc2O1 (stereo not given)	2.3%	-1.0	64	0.2%	0.6%	0.9%	1.0%	?	8.9%	-42.3%
CC(C)n1c(NCCO)nc2ccccc21	-2.4%	1.0	52	0.0%	4.4%	-8.7%	nt	i	-6.8%	-2.4%[20 µM]
Cc1cc(/C=N/N2CCN(C)CC2)c(C)n1-c1ccccc1F	-2.2%	0.0	77	-0.7%	-4.2%	3.5%	3.2%	0.2%	7.2%	-101.3%
Cc1ccc(Oc2ccc(/C=N/O)cn2)cc1	5.1%	-0.2	45	0.3%	-12.2%	4.1%	-3.6%	1.3%	-18.8%	12.3%
CC(C)(C)OC(=O)[C@H](Cc1ccccc1)NC(=O)c1nc[nH]c1C(=O)NCC(=O)OCc1ccccc1	9.3%	21.1	53	0.0%	0.0%	-6.7%	-4.2%	0.5%	-10.5%	-42.9%[20 µM]
COc1ccc(Oc2cc(C)nc(Cl)n2)nn1	0.8%	-0.9	40	-0.6%	5.6%	0.0%	2.7%	4.7%	-30.1%	-15.3%
C=CCNC(=O)Nc1ccc(OCC)cc1	6.9%	1.3	71	-0.1%	-1.0%	-16.0%	-3.6%	1.7%	nt	0.0%
CSCCC(NC(=O)COc1ccccc1)C(=O)NCCOc1ccc(C)cc1 (stereo not given)	7.8%	-0.5	76	-0.1%	-7.2%	5.9%	1.3%	0.4%[50 µM]	-19.4%	7.4%
CC12CCC(C(=O)N3CCCc4ccccc43)(OC1=O)C2(C)C (stereo not given)	-0.2%	1.0	47	-0.2%	4.6%	-7.9%	0.4%	1.9%	-30.9%	nt
COc1cccc(C(c2sc3ncnn3c2O)N2CCN(C(=O)c3ccco3)CC2)c1 (stereo not given)	4.3%	4.6	66	0.3%	-6.3%	3.8%	1.1%	2.4%	-20.9%	16.7%
O=C(NCCN1CCOCC1)[C@H](Cc1ccccc1)N1C(=O)c2ccccc2C1=O	2.0%	0.8	45	-0.1%	2.3%	-18.4%	-1.1%	-0.1%	-25.1%	24.4%
O=C(NC(C(=O)c1ccccc1)n1ccc(=O)[nH]c1=O)c1ccccc1 (stereo not given)	11.9%	-1.7	70	-0.1%	-0.3%	4.1%	-0.5%	0.3%	-5.2%	11.1%
Cc1cc(CNC(=O)COc2c(F)c(F)cc(F)c2F)c2ccccc2n1	4.4%	-1.1	80	-0.2%	4.6%	-21.7%	-3.2%	0.1%	-13.2%	-5.1%
Cn1ncc([N+](=O)[O-])c1C(=O)Nc1ccc(-c2ccccc2)cc1	-7.0%	0.9	47	-0.2%	-12.7%	-15.3%	4.3%	-1.8%	nt	-0.6%[20 µM]
CSc1ccccc1NC(=O)c1cc2ncc(Br)cn2n1	4.2%	3.4	60	-0.1%	-14.6%	-10.0%	-0.4%	0.3%	-48.1%	-10.3%
COC(=O)[C@@H]1CCCN1C(=O)c1cc(COc2cccc3cccnc23)on1	6.6%	1.5	45	0.0%	3.9%	-9.0%	-0.6%	0.0%	-14.0%	-17.2%
Cc1c(NC(C)c2ccccc2O)c(=O)n(-c2ccccc2)n1C (stereo not given)	8.5%	1.5	63	-0.2%	4.3%	-8.2%	0.5%	4.1%	-10.6%	23.7%
CSc1ccc(NC(=O)CC(C)=O)cc1	9.2%	1.3	79	?	1.9%	15.8%	-3.4%	0.1%	-35.5%	8.6%
Cc1c(F)cccc1NS(=O)(=O)c1ccc(OCCNS(C)(=O)=O)cc1	3.6%	3.2	36	-0.4%	15.9%	0.9%	8.2%	-0.1%	-5.7%	-14.9%
CC1(C)C(C#N)=C(N)Oc2c1c(=O)oc1ccccc21	7.7%	0.4	59	0.0%	-3.2%	-7.8%	0.9%	-0.2%	-2.2%	-24.5%
O=C(CN1CCOC1=O)N1CCCC(N2CCN(c3cccc(C(F)(F)F)c3)CC2)C1 (stereo not given)	10.0%	-0.8	52	0.0%	10.6%	6.1%	-3.1%	0.4%	-16.3%	-4.8%
Cc1cccnc1NC1OC(=O)c2ccccc21 (stereo not given)	4.0%	1.1	51	0.0%	9.4%	-13.8%	-0.7%	-4.5%	-0.7%	-4.6%
CCn1c(=S)[nH]c2sc3c(c2c1=O)CCCC3	47.9%	1.9	50	0.5%	-0.7%	-18.0%	3.1%	0.7%	-36.1%	-53.4%[20 µM]
FC(F)(F)c1nnc(-c2ccccc2)nc1N1CCCC1	-0.5%	0.4	45	0.0%	13.4%	5.8%	-5.4%	-0.8%	-28.5%	20.6%
CN1C(=O)CC(N2CCN(c3ccc(Cl)cc3)CC2)C1=O (stereo not given)	4.7%	0.1	59	0.7%	1.8%	13.2%	5.4%	1.1%	32.2%	10.6%
O=C(CC1NC(=O)NC1=O)Nc1ccccc1 (stereo not given)	3.8%	-2.2	74	0.0%	9.9%	0.5%	-0.6%	0.0%	-10.6%	-27.3%
COc1cccc(CNC(=O)C2CCC(=O)N(CC3CCCCC3)C2)c1OC (stereo not given)	-1.6%	0.5	62	-0.1%	-3.4%	10.8%	1.0%	0.1%	-13.0%	2.2%
Cc1cccc2cc(CN(Cc3cccnc3)C(=S)NCCCN(C)C)c(=O)[nH]c12	3.5%	3.0	61	0.2%	4.0%	2.7%	nt	-0.2%	-12.0%	-22.6%[20 µM]
Cc1cccc(NC(=O)c2ccccc2O)c1C	3.8%	1.3	41	-0.1%	2.3%	-9.9%	0.3%	0.5%	-30.7%	20.1%
COc1ccc(CCn2c(=N)c(C(=O)NCCN3CCOCC3)cc3c(=O)n4ccccc4nc32)cc1OC	14.3%	0.5	64	-0.1%	9.9%	15.0%	0.5%	0.1%	-12.1%	-29.1%
O=C(Nc1ccc(Cl)c([N+](=O)[O-])c1)c1ccc(NCCCN2CCOCC2)c([N+](=O)[O-])c1	0.1%	4.1	67	-0.3%	-2.5%	-1.1%	24.3%	1.5%	-20.5%	-29.3%
COc1ccc(-n2cnc3cc(N)ccc32)cc1	4.7%	-0.1	41	-0.3%	-3.8%	-2.3%	-1.1%	10.0%	-13.3%	9.2%
O=C(CSc1nnc(-c2ccc(C(F)(F)F)cn2)o1)Nc1ccccc1Cl	0.9%	-1.2	34	0.5%	-4.6%	21.1%	nt	0.0%	-6.5%	4.6%
CC(C)CCNC(=O)c1cc2c(=O)n3ccccc3nc2s1	5.7%	-0.2	62	-0.1%	-0.7%	-7.7%	1.9%	0.3%	-15.0%	-25.2%
COc1ccc(CCNC(=O)CC2C(=O)NCCN2CC(C)(C)C)cc1 (stereo not given)	3.8%	0.7	45	0.2%	-2.5%	-5.9%	nt	-0.1%	-32.2%	1.9%[20 µM]
O=C(C1CCCN(S(=O)(=O)c2cccc3nsnc23)C1)N1CC=C(c2ccccc2)CC1 (stereo not given)	9.5%	3.5	59	-0.2%	18.4%	9.3%	2.8%	4.0%	29.1%	19.3%
